High-throughput results (PubChem BioAssay)
PNC assembly inh: blocks assembly of the perinucleolar compartment; PC3M PTB-GFP, PNC prevalence imaging, 16 h; stronger effect = lower value; AID 2417; activity change (PNC), negative = inhibition, % at 10 µM; hit rate 3.1% among 140,000;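 active = readout at or below -70, meaning at least 70% loss of cells showing the perinucleolar compartment, a nuclear body marking cancer cells; inconclusive = readout between -30 and a set limit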;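 also: plate controls were DMSO wells for no effect and camptothecin positive control wells for full effect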
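Read-out is percentage of cells bearing a perinucleolar compartment, from automated 20x imaging of fixed, Hoechst-stained PC3M PTB-GFP cells. Cells were seeded 4 h, then exposed 16 h to compound (23 nl of library stock) in duplicate plates.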
IMPase inh: membrane-permeable compound that blocks inositol monophosphatase; P97697; CHO-M1 cells, IP1 accumulation, HTRF TR-FRET ratio; inhibition (IP1 accumulation), % at 46.1 µM; 120,000 tested, under 10 active; active = well fitted curve in the direction sought with a large enough effect in the signal ratio, not every such curve was filed as active; inconclusive = small, poorly fitted or top-dose-only effect, or a change in a side signal; inactive = no such curve, though single readings can be large or run the other way; the % refers to the signal ratio;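 also: cells stimulated with carbachol in lithium chloride buffer; plate controls were DMSO basal wells for no effect and reference inhibitor wells for full effect; higher means more IMPase inhibition seen as more IP1 and lower FRET ratio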
Target sequence (P97697 whole entry, looked up): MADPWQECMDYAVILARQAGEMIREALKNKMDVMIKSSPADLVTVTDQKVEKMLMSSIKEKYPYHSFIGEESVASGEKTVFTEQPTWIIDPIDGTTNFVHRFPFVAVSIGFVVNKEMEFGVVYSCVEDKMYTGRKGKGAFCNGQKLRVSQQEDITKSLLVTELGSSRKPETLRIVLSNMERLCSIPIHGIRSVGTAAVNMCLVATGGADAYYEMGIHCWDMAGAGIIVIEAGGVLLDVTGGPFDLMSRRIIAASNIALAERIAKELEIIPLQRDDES
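CHO-M1 cells (CHO stably expressing M1 receptor), compound up to 46 uM final, stimulated with carbachol (50 uM as added) in buffer with 50mM LiCl, pH 7.4, 30 min at 37C. Cytosolic IP1 read by TR-FRET; AC50 from Hill fits.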
15-hLO-2 inh: 15-hLO-2 (ALOX15B) enzyme inhibition | O15296 | purified 15hLO-2, xylenol orange hydroperoxide absorbance | Potency, µM (titrated, usually from 57.1 µM), inactives show at the highest dose activity change, negative = inhibition, hits mostly inhibitors | hit rate 0.56% among 110,000; also: potency is read from the fitted curve at half-maximal effect; nearly all actives have a fitted effect of over 60% in size; many of its hits are not listed in these tables
Target sequence (O15296 whole entry, looked up): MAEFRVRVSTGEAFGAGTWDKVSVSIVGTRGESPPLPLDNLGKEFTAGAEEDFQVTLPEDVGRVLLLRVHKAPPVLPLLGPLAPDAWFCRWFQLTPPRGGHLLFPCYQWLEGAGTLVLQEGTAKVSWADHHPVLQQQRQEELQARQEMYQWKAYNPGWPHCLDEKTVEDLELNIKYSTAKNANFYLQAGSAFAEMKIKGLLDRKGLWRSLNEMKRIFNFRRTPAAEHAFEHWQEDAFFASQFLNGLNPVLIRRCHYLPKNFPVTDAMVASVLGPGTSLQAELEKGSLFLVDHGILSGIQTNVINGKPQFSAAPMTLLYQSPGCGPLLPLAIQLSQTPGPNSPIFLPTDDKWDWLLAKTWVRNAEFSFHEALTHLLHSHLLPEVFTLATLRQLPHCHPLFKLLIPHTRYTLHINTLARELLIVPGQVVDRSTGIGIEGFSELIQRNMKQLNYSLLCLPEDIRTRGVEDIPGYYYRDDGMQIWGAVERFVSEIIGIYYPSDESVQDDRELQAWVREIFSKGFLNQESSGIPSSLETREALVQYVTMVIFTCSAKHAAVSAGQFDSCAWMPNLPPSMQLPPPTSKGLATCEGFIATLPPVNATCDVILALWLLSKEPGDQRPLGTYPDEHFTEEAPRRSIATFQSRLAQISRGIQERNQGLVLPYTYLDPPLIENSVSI
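Purified human 15hLO-2 (50 nM final) preincubated with compounds 15 min at room temperature in 25 mM Hepes pH 7.5, 0.01% Triton X-100, then 45 uM arachidonic acid added for 90 min; hydroperoxide detected via ferrous/xylenol orange, 573/405 nm absorbance ratio.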
ALOX12 inhib: 12-hLO (ALOX12) enzyme inhibition; hit rate 0.12% among 150,000; Potency, µM (series often up to 57.1 µM), inactives show at the top dose activity change, negative = inhibition, hits mostly inhibitors; P18054; purified 12-hLO, xylenol orange hydroperoxide absorbance; also: potency is read from the fitted curve at half-maximal effect; nearly all actives have a fitted effect of over 55% in size; many of its hits are not listed in these tables
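Hydroperoxide output read as Fe(III)-xylenol orange absorbance, 573-to-405 nm ratio, after 30 min reaction with 40 uM arachidonic acid. Enzyme: 150 nM purified human 12hLO, 15 min compound preincubation; 25 mM Hepes pH 7.0, room temperature.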
* hit, by the source's call; ? = inconclusive; nt = no result given; [ ] = another dose, or the depositor's remark. Unless noted, calls follow the shape of the dose curve; as a rule, active = well fitted curve in the direction sought with a large enough effect; inconclusive = small, poorly fitted or top-dose-only effect, or another doubt; inactive = no such curve, though single readings can be large; an effect the other way counts as inactive or inconclusive. Unless noted, % is scaled to controls: 0 for no effect and ±100 for the full control effect. A portion of the library; count on the stated rates, not on these rows.

SMILES	PNC assembly inh	IMPase inh	15-hLO-2 inh	ALOX12 inhib
Cc1cc(C(=O)Cn2nc(C(=O)O)c3ccccc3c2=O)c(C)n1-c1ccc(F)cc1	?	nt	nt	0%
CCc1ccccc1NC(=O)c1cccc(N2C(=O)C3C4CCC(C4)C3C2=O)c1 (stereo not given)	-14	3	4%	3%
O=C(COc1ccccc1Cl)Nc1cc(Cl)ccc1Oc1ccccc1	3	-2	2%	-2%
O=C(/C(=C/c1ccc(Cl)cc1)c1nc2ccccc2[nH]1)c1ccccc1	?	8	16%	-4%
S=C(NCc1ccccc1Cl)NC1CCCC1	-88*	nt	nt	-3%
N#CCN1C(=S)N=C(Nc2cccc(Cl)c2)C12CCCCC2	26	-6	-8%	2%
CCN(CCNC(=O)C1CCN(S(=O)(=O)c2cccc3cccnc23)CC1)c1ccccc1	-25	1	-4%	-3%
COC(=O)c1cccc2c1-c1ccccc1/C2=N/O	26	-4	2%	-4%
O=C(NCc1ccccc1)N1CCN(c2ccccc2F)CC1	34	3	-6%	-2%
O=C(Cn1nc(CNc2ccc(Cl)cc2)[n+]2c1CCCCC2)c1ccccc1	-3	1	nt	0%
CCC1C(C#N)=C(SC)NC2=C1C(=O)CC(C)(C)C2 (stereo not given)	15	1	-12%	-5%
CC1CCCCN1CCn1c(=S)[nH]c2ncccc2c1=O (stereo not given)	-4	3	7%	-1%
O=C(CN1C(=O)C2C3CC(C(Br)C3Br)C2C1=O)N1CCOCC1 (stereo not given)	49	nt	nt	0%
CCn1c(SCC(=O)N2CCCCC2)nnc1-c1ccc(S(=O)(=O)N2CCN(C)CC2)cc1	-6	17	3%	-1%
COc1ccc(N2C3=[N+](CCCC3)CC2(C)O)cc1 (stereo not given)	?	11	3%	4%
O=C(c1cccc(S(=O)(=O)N2CCCCC2)c1)N1CCOCC1	?	7	-2%	-5%
Cc1ccc(-c2c(C#N)c(N)n(-c3ccccc3)c(=O)c2C#N)cc1	-25	0	-3%	4%
CCOC(=O)C1Cn2c(nc3c(c2=O)C2(CCCC2)Cc2ccccc2-3)S1 (stereo not given)	-103*	4	6%	-9%
COC(=O)C1=C(N)Oc2cc(C)n(Cc3cccnc3)c(=O)c2C1c1cccc(OC)c1OC (stereo not given)	-16	7	4%	2%
O=C(O)C(Cl)(c1ccccc1)c1ccccc1	nt	nt	-5%[11.4 µM]	-2%[11.4 µM]
CC(=O)NC(C)c1ccc(Cl)c(Cl)c1 (stereo not given)	31	5	-9%	0%
COC(=O)CCC(=O)NC(=S)Nc1ccc(S(=O)(=O)Nc2cc(OC)nc(OC)n2)cc1	18	nt	nt	-5%
Cc1ccc(C2=N/C(=C\N3CCCCC3)C(=O)O2)cc1	-18	-6	-6%	-1%
COc1ccc(N(C(=O)COc2ccccc2)C2C=CS(=O)(=O)C2)cc1 (stereo not given)	17	-7	-1%	0%
CCOc1cc(/C=N/NC(=O)OC)ccc1OCCSc1ccc(Cl)cc1	46	nt	nt	0%
Cc1ccc(CNC(=S)Nc2ccc(C)c([N+](=O)[O-])c2)cc1	-10	10	nt	?
COc1cc2ccccc2cc1C(=O)OCC(=O)N1CCOCC1	26	0	5%	-4%
O=C(Nc1ccc(OC(F)F)c(Cl)c1)c1cccc(OC(F)F)c1	8	11	7%	-24%
CC(C)CCNC(=O)c1cc(-c2ccco2)nc2ccccc12	44	-3	-20%	-12%
CC1(C)Cc2c(sc3nc(SCC(=O)NCc4ccco4)n(-c4ccccc4)c(=O)c23)CS1	-18	3	-17%	-7%
Cc1cccc(C)c1NC(=O)c1sccc1SCC#N	6	0[1.84 µM]	8%[11.4 µM]	3%
CC(C(=O)NC1=NCCS1)(C(F)(F)F)C(F)(F)F	?	-1	-3%	-1%
N#Cc1nc(-c2ccccc2)oc1N1CCCCC1	13	0	6%	-6%
CC(=O)c1cccc(NC(=O)N2CCC(c3nnc(SCC(N)=O)n3C)CC2)c1	5	6	-1%	4%
CC(C)NC(=O)COC(=O)c1ccc(Cl)c(S(=O)(=O)N2CCCC2)c1	?	12	3%	0%
COc1ccccc1CNS(=O)(=O)c1cc(C)ccc1OC	?	1	-4%	1%
Cc1c(C(=O)Nc2ccccn2)oc2ccccc12	-3	-3	15%	-5%
COc1ccccc1C(=O)Nc1ccccc1N1CCN(S(C)(=O)=O)CC1	-91*	3	-1%[2.29 µM]	6%
CC1=CCC(C(=O)O)(C(=O)N/N=C/c2cccs2)C(c2ccc(F)cc2)C1 (stereo not given)	12	9	-1%	4%
COc1ccc2cc(C)c3nnc(SCC(=O)Nc4nc(-c5ccccc5)cs4)n3c2c1	-26	-7	-12%	4%
O=C(/C=C/c1ccc(OC2CSC2)cc1)c1ccc(Cl)cc1	78	nt	nt	0%
CCCCn1c(=O)[nH]c(=O)c2c1nc(COc1ccc(C#N)cc1)n2CCC	-5	0	7%[2.29 µM]	0%
N=C1C(c2nc3ccccc3c(=O)[nH]2)=C(O)CN1CCO	26	-1	8%	-3%
CC1(C)CC(=O)c2sc(NC(=O)CN3CCCCC3)nc2C1	-7	-1	-1%	-3%
O=C(NCc1cccs1)C1CCC(CNS(=O)(=O)c2ccc(Br)s2)CC1 (stereo not given)	-5	2	3%	-2%
O=[N+]([O-])c1ccc(C2Oc3ccccc3C3CC(c4ccccc4)=NN32)s1 (stereo not given)	13	nt	nt	-5%
Cc1ccc(S(=O)(=O)N/N=C\c2cc([N+](=O)[O-])ccc2Cl)cc1	11	11	-4%	1%
Cc1nc(SCc2ccccc2)c([N+](=O)[O-])[nH]1	-107*	nt	nt	-2%
CCC(c1nnnn1C(C)(C)C)N1CCN(c2cc(Cl)ccc2C)CC1 (stereo not given)	10	12	2%	-5%
Cc1nnc(SCC(=O)NCc2ccc(Cl)cc2)[nH]c1=O	-9	-3	1%	-10%
CC12C(=O)N(CCC(=O)O)C(=O)C1C1C=CC2C1 (stereo not given)	14	-3	-1%	-1%
CC(C)(C)OC(=O)N1CCC[C@H]1c1nnc(SCc2c(Cl)cccc2Cl)o1	-27	5	-14%	-8%
C/C(=N\Nc1nc(-c2cc(C)ccc2C)cs1)c1cc2ccccc2oc1=O	-13	nt	nt	0%
O=C(c1ccc(Cl)c(S(=O)(=O)NCc2ccco2)c1)N1CCN(c2ccc(F)cc2)CC1	-14	5	-1%	4%
N#Cc1c(/N=C/c2ccco2)sc2c1CCCCC2	-5	-3	-21%	-12%
CCS(=O)(=O)c1ccc2c(c1)N(S(=O)(=O)c1ccc(OC)cc1)CC(C(=O)O)O2 (stereo not given)	7	-2	nt	8%
COC(=O)Cn1c(=O)cnc2ccccc21	23	-9	-3%	-2%
CCOc1ccccc1NC(=O)/C(C#N)=C/c1c(C)nn(-c2ccccc2)c1Cl	-2	nt	nt	-2%
COCCCNC(=O)c1c(N)n(-c2ccc(S(N)(=O)=O)cc2)c2nc3ccccc3nc12	-10	-22	-9%	-3%
CCOc1ccc(NC(=O)CSc2nc3c(c(=O)n2C)SC(C)C3)cc1 (stereo not given)	-5	16	-5%	-2%

Retrieved by structure from above:
SMILES	PNC assembly inh	IMPase inh	15-hLO-2 inh	ALOX12 inhib
CC12C(=O)N(CCC(=O)O)C(=O)C1C1C=CC2C1 (stereo not given)	14	-3	-1%	-1%
COCCCNC(=O)c1c(N)n(-c2ccc(S(N)(=O)=O)cc2)c2nc3ccccc3nc12	-10	-22	-9%	-3%
Cc1nnc(SCC(=O)NCc2ccc(Cl)cc2)[nH]c1=O	-9	-3	1%	-10%
CC(C)(C)OC(=O)N1CCC[C@H]1c1nnc(SCc2c(Cl)cccc2Cl)o1	-27	5	-14%	-8%
C/C(=N\Nc1nc(-c2cc(C)ccc2C)cs1)c1cc2ccccc2oc1=O	-13	nt	nt	0%
COC(=O)Cn1c(=O)cnc2ccccc21	23	-9	-3%	-2%

Following part:
SMILES	PNC assembly inh	IMPase inh	15-hLO-2 inh	ALOX12 inhib
Cc1ocnc1C(=O)Nc1ccc(Cl)cc1	21	-3	-3%	-9%
COc1ccc(-n2c(=O)[nH]cc(C(=O)Nc3ccccc3)c2=O)cc1	?	8	1%	-1%
Cc1cc(=O)[nH]c(SC/C=C/c2ccccc2)n1	?	-3	2%	-3%
COc1ccc(C(=O)c2oc3ccccc3c2NC(C)=O)cc1	?	-3	-1%	-8%
COc1ccc(NS(=O)(=O)c2cc(C(=O)O)ccc2C)cc1	51	-4	-13%	2%
Cc1cc(C)cc(C(=O)N2CCCCCC2)c1	0	4	2%	5%
O=C1c2ccccc2S(=O)(=O)N1CC1CC(c2ccccc2Cl)=NO1 (stereo not given)	14	nt	nt	-6%
Cc1cc(C)n(-c2nc3ccccc3nc2N2CCN(S(=O)(=O)c3ccc4ccccc4c3)CC2)n1	-20	-7	9%	-5%
CCOC(=O)CSc1cccc2cccnc12	436	-2	nt	-1%
CC(C)c1ccc(C2NC(=S)NC3=C2C(=O)CC(C)(C)C3)cc1 (stereo not given)	4	1	nt	-4%
CC(C)(C)Cn1nc(-c2ccc(Cl)cc2)c2c(N)ncnc21	nt	-3	19%	-1%
CCOC(=O)c1nc[nH]c1C	-21	-4	1%	5%
COc1ccc(C(c2c(O)cc(C)oc2=O)c2c(O)cc(C)oc2=O)cc1	?	-17	6%	-3%
C=CCn1c(=O)c2ccccc2n2c(SCC(=O)c3ccccc3)nnc12	3	2	-9%	5%
CCCC(c1nnnn1Cc1ccc(OC)cc1)N1CCN(c2ccccc2)CC1 (stereo not given)	-10	?	4%	-7%
COc1cccc(C2=NOC(C(=O)Nc3cc(C)nn3-c3ccccc3)C2)c1OC (stereo not given)	59	-3	nt	0%
COc1ccc(C(=O)COC(=O)[C@H](C)Nc2ccc(C(F)(F)F)cc2[N+](=O)[O-])c(OC)c1	36	6	5%	-3%
COc1ccc(NC(=O)C2CSC3c4ccccc4C(=O)N23)cc1 (stereo not given)	-25	-2[1.84 µM]	-7%[11.4 µM]	-3%
O=C(CSc1cnc2ccccc2n1)c1ccc(F)cc1	57	nt	nt	-4%
CCCOc1ccc(NC(=O)CC2C(=O)N(C)C(=S)N2Cc2cccs2)cc1 (stereo not given)	-119*	-1	nt	4%
O=C(NC1CCCCC1)C(c1ccncc1)N(Cc1ccc2c(c1)OCO2)C(=O)C(F)(F)F (stereo not given)	2	10	nt	-5%
c1ccc(Oc2nnc(-c3cccs3)c3ccccc23)cc1	-7	nt	nt	3%
CC(C)(C)CNCCO	nt	nt	-4%[11.4 µM]	-5%[11.4 µM]
COc1ccccc1Nc1nc(C2(C)CCC(=O)O2)cs1 (stereo not given)	-27	0	-2%	-3%
COCCNCCCCOc1ccc(C)cc1[N+](=O)[O-]	?	nt	nt	-3%
CC(C)CN=C(N)N=C(N)N	nt	nt	-1%[11.4 µM]	4%[11.4 µM]
CC(C)c1ccc(C(=O)CSc2ncn[nH]2)cc1	-15	3	20%	-19%
C=CCN=C1CC(C)(C)CC(=O)/C1=C(\O)c1ccccc1	26	1	-3%	5%
CCC(C)C1C(C#N)=C(N)OC2=C1C(=O)CC(C)(C)C2 (stereo not given)	13	-2	nt	-4%
O=C(Nc1nnc(SCC(=O)N2CCOCC2)s1)c1ccccc1Cl	-9	-9	1%	3%
COc1ccc(NC(=O)c2oc3ccccc3c2C)c(OC)c1	15	3	2%	1%
CCOc1ccccc1NC(=O)CSc1nnc(Cc2cccn2C)n1-c1ccc(F)cc1	1	5	-5%	-8%
CCOC(=O)C1(CC)NC(c2ccco2)C2C(=O)N(CC)C(=O)C21 (stereo not given)	?	3	3%	5%
CN(C)CCCN1C(=O)C(=O)/C(=C(/O)c2ccncc2)C1c1cccc(Br)c1 (stereo not given)	?	3	22%[2.29 µM]	7%
O=C(Cn1cccc1C(=O)c1ccccc1)NCc1cccs1	7	-1	-2%	-2%
